Assay outcomes as filed in PubChem BioAssay.
MBD2 DNA inh: inhibitors of MBD2 binding to methylated DNA, primary screen, biochemical, TR-FRET, DNA-binding domain, human. Methyl-CpG-binding domain protein 2 (Homo sapiens), Q9UBB5. MBD2 binding to methylated oligonucleotide. inhibition, % at 4.4 µM. hit rate 0.31% among 370,000; in the data active = inhibition above about 13%
PG9 binder: binders of HIV-1 gp120 antibody PG9, primary screen, biochemical, TR-FRET. HIV-1 gp120 / PG9 antibody interaction. TR-FRET gp120-PG9 antibody binding. inhibition, % at 6.7 µM. hit rate 0.43% among 360,000. AID 624416, 2012; in the data active = inhibition above about 8.5%
UHRF1 binding: UHRF1 methylated DNA binding inhibitors, primary screen, counter-screen for MBD2 inhibitor project, biochemical, TR-FRET, human UHRF1, single concentration; E3 ubiquitin-protein ligase UHRF1 (Homo sapiens), Q96T88; UHRF1 binding to methylated oligo; inhibition, % at 4.4 µM; hit rate 0.75% among 370,000; in the data active = inhibition above about 21%;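 note: UHRF1 SRA domain binding a hemimethylated CpG hairpin DNA probe; 0% = median of test compound wells and 100% = reference inhibitor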
HTRA1 inh: HTRA1 serine protease inhibitors, primary screen, biochemical, fluorescence polarization, HTS | recombinant HTRA1, FP-rhodamine activity-based probe | inhibition, % at 5.96 µM | hit rate 0.5% among 340,000 | AID 504803, 2011; in the data active = inhibition above about 36%;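 note: 0% = enzyme with DMSO and 100% = wells lacking enzyme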
Target sequence (Q92743 whole entry, looked up): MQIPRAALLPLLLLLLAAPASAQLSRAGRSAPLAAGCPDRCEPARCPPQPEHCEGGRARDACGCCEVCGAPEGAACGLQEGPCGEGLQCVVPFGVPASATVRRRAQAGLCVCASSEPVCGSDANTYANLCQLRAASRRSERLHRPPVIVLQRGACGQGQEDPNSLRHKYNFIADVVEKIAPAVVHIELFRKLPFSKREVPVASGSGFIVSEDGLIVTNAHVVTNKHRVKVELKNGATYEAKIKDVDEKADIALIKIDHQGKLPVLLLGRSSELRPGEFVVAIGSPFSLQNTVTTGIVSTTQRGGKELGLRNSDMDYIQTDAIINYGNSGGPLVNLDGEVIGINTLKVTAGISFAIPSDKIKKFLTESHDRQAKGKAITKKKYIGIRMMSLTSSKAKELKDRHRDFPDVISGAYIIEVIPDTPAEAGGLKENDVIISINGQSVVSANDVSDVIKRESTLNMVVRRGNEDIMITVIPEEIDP
mABHD4 FP: ABHD4 inhibitors, primary screen, biochemical, fluorescence polarization, mouse | (Lyso)-N-acylphosphatidylethanolamine lipase (Mus musculus), Q8VD66 | purified mABHD4, FP-Rh probe fluorescence polarization | inhibition, % at 8.92 µM | hit rate 0.54% among 370,000 | AID 720543, 2013;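 active = inhibition exceeding the mean over every tested compound plus 3 SD, cut at about 30% in these data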;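 note: 0% = plate median of compound wells and 100% = S159A mutant with DMSO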
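Test system: mABHD4 protein | Buffer or medium: HEPES pH 7.0 buffer, 150 mM NaCl, 0.01% Pluronic F-127 | Probe or stimulus: FP-Rh fluorescent activity-based probe, added after compound pre-incubation | Timing: Pre-incubation 45 min, probe exposure 60 min, at 25 °C | Technique: Fluorescence polarization, excitation 525 nm, emission 598 nm, BODIPY TMR filters | Repeats: Single well per compound (singlicate)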
NR1D1 modulator: modulators of Rev-erb alpha DNA binding, primary screen, biochemical, FITC-DNA, fluorescence polarization, uHTS; activity, % at 10 µM; Nuclear receptor subfamily 1 group D member 1 (Homo sapiens), P20393; Rev-erbα–FITC-DNA binding, 90 min; hit rate 0.79% among 370,000; AID 1259318, 2017;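 active = activity above about 14%, limit read from the data; passing the limit was not always enough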;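 note: 0% = DMSO wells with 35 nM protein and 100% = DMSO wells with 750 nM protein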
Target sequence (P20393 whole entry, looked up): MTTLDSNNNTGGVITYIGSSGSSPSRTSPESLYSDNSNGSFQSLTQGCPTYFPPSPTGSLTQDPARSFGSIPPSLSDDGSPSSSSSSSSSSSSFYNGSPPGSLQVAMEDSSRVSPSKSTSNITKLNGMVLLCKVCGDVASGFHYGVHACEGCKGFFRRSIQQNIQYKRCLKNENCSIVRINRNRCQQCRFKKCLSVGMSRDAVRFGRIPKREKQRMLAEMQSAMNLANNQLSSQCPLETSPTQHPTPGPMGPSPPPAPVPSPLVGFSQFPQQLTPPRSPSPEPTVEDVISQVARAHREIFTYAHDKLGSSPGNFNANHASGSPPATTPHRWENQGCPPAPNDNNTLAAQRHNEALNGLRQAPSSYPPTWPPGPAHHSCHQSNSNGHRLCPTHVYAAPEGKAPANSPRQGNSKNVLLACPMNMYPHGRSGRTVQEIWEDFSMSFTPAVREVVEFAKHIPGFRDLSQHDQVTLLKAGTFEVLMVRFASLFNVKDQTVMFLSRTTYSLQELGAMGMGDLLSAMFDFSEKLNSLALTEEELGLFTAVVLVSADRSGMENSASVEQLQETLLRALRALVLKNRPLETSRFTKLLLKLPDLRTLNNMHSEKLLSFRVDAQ
PRMT1 FP inh: PRMT1 methyltransferase inhibitors, primary screen, biochemical, fluorescence polarization | Protein arginine N-methyltransferase 1 (Homo sapiens), Q99873 | recombinant PRMT1, activity-based probe fluorescence polarization | inhibition, % at 2.79 µM | hit rate 1.3% among 370,000 | AID 652257, 2013;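 active = inhibition above about 21% made by adding two undisclosed values, limit read from the data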
TCR-CD3 inh: inhibitors of human TCR-CD3 interaction, primary screen, biochemical, fluorescence, TAMRA-labeled TCR probe; T-cell receptor (TCR); inhibition, % at 9.4 µM; hit rate 0.37% among 360,000; AID 651800, 2012; in the data active = inhibition above about 19%;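 note: recombinant mutant TCR 2C K166C tagged with TAMRA read by polarization; 0% = receptor in buffer alone and 100% = receptor with positive control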
LEDGF integ inh: blockers of LEDGF/p75-dependent integrase strand transfer – biochemical, TR-FRET, high throughput, primary screen; AID 743269, 2014; hit rate 0.64% among 370,000; inhibition, % at 3.7 µM; TR-FRET IN-LEDGF/p75 DNA integration, Eu/Cy5;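 active = inhibition above the screen-wide mean plus 3 SD, cut at about 13% in these data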;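 note: signal is the Cy5 over europium emission ratio at 671 and 618 nm; 0% = plate median of compound wells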
rCAG RNA binder: binders of r(CAG) RNA repeats, primary screen, biochemical, fluorescence; r(CAG) RNA repeat, TO-PRO-1 dye displacement fluorescence; inhibition, % at 3 µM; hit rate 1.3% among 370,000; AID 651821, 2012;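 active = inhibition above the plate cutoff, the mean of all test compounds on that plate plus 3 SD, cut at about 35% in these data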;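 note: 0% = DMSO alone and 100% = 100 µM mitoxantrone as full dye displacement; higher means more dye released from RNA so lower well fluorescence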
The depositor's hits bear a star; . = no result given. Some of the compounds tested, so the mix of outcomes need not match the whole.

Results follow in this order: MBD2 DNA inh, PG9 binder, UHRF1 binding, HTRA1 inh, mABHD4 FP, NR1D1 modulator, PRMT1 FP inh, TCR-CD3 inh, LEDGF integ inh, rCAG RNA binder
1: O=C(Nc1cccc([N+](=O)[O-])c1)Nc1ccc2c(c1)OCCO2
→ 1.4, -4.0, 0.8, -11.0, -3.4, -4.9, -0.6, 3.7, 8.0, 10.1
2: O=C(COC(=O)c1n[nH]c2ccccc12)Nc1cccc(S(=O)(=O)N2CCOCC2)c1
→ 0.7, -1.0, 1.8, -8.5, -13.2, -6.6, 2.1, -3.1, -3.8, 13.1
3: Cc1nc(N2CCOCC2)[nH]c(=O)c1[N+](=O)[O-]
→ 2.7, -0.9, 5.7, 6.5, -4.1, 0.8, -4.8, -5.6, 5.6, 1.1
4: O=C1CCCC2=C1C(c1cccs1)Nc1ccccc1N2 (stereo unspecified)
→ 0.4, -3.3, -3.1, 10.2, -2.3, 2.3, -1.7, 3.2, 3.7, -0.5
5: O=C1OC(c2ccc(F)cc2)=N/C1=C\C=C/c1ccccc1
→ -6.0, -0.9, -2.2, -1.0, 0.9, -7.2, 2.6, -2.4, 5.9, 6.8
6: N#C/C(=C\c1ccccc1[N+](=O)[O-])C(=O)Nc1ccc(S(N)(=O)=O)cc1
→ -0.8, 0.5, -3.0, 2.8, 1.4, 9.8, 9.6, -3.5, -4.9, 0.4
7: Cc1ccc(C)c(S(=O)(=O)Nc2ccc(O)cc2)c1
→ -3.8, 0.8, 1.6, -10.9, -0.1, 6.0, 4.2, -8.1, 2.4, 2.5
8: Fc1ccc(/C=N/N2CCOCC2)c(F)c1
→ 3.1, 0.9, -0.1, -1.1, 0.0, 1.1, -2.0, -0.7, -1.5, -1.6
9: CCCCNC(=S)N/N=C/C1=CCC2CC1C2(C)C (stereo unspecified)
→ -5.6, -1.5, 3.5, -31.6, 6.2, 4.7, 1.1, -1.6, 2.3, -4.3
10: COc1ccc(OC2CCN(S(=O)(=O)c3ccccc3)CC2)cc1
→ 0.2, -1.9, 1.4, -7.2, -1.4, 5.5, -0.1, 0.6, 0.1, -7.5

Fetched one by one from the list above (two):
Results follow in this order: MBD2 DNA inh, PG9 binder, UHRF1 binding, HTRA1 inh, mABHD4 FP, NR1D1 modulator, PRMT1 FP inh, TCR-CD3 inh, LEDGF integ inh, rCAG RNA binder
3: Cc1nc(N2CCOCC2)[nH]c(=O)c1[N+](=O)[O-]
→ 2.7, -0.9, 5.7, 6.5, -4.1, 0.8, -4.8, -5.6, 5.6, 1.1
4: O=C1CCCC2=C1C(c1cccs1)Nc1ccccc1N2 (stereo unspecified)
→ 0.4, -3.3, -3.1, 10.2, -2.3, 2.3, -1.7, 3.2, 3.7, -0.5

Entries by screen from above.
Compounds 1–9 in TCR-CD3 inh: 3.7, -3.1, -5.6, 3.2, -2.4, -3.5, -8.1, -0.7, -1.6
Compounds 1–9 in MBD2 DNA inh: 1.4, 0.7, 2.7, 0.4, -6.0, -0.8, -3.8, 3.1, -5.6

(next part)
Results follow in this order: MBD2 DNA inh, PG9 binder, UHRF1 binding, HTRA1 inh, mABHD4 FP, NR1D1 modulator, PRMT1 FP inh, TCR-CD3 inh, LEDGF integ inh, rCAG RNA binder
11: CCCn1c2ccccc2c2nnc(SC(CC)C(=O)Nc3sc4c(c3C#N)CCCC4)nc21 (stereo unspecified)
→ -1.9, 1.3, 1.2, -2.5, 2.0, -3.0, 0.5, -1.8, -1.8, 6.8
12: O=C(CN1CCC(O)(c2cccc(C(F)(F)F)c2)CC1)NCCc1ccccc1
→ -5.0, 0.2, -0.8, 3.4, 3.5, -5.4, -3.3, 9.2, -0.5, -11.3
13: Cc1nn(C(C)C(=O)Nc2sc3c(c2C#N)CCCC3)c(C)c1[N+](=O)[O-] (stereo unspecified)
→ -2.6, 1.5, -0.1, -7.3, 1.1, 5.4, -0.7, -5.0, 2.0, 6.4
14: CC(=O)c1c(C)[nH]c(C(=O)Nc2ccc(Cl)c(S(=O)(=O)N(C)C)c2)c1C
→ 2.3, 0.4, 0.8, -21.9, 1.0, 9.6, 1.8, -1.7, -6.0, 6.2
15: CCC(=O)N1c2ccc(S(=O)(=O)N3CCN(c4ccc([N+](=O)[O-])cc4)CC3)cc2CC1C (stereo unspecified)
→ 3.4, -1.3, 0.9, 2.2, 5.9, -2.0, 1.1, -3.2, 0.8, 1.6
16: CCOC(=O)c1cnc2c(ccc3ccccc32)c1Cl
→ -2.2, -0.9, -0.5, -0.9, -2.7, -1.3, -3.6, 6.8, -2.4, 0.4
17: COc1ccc(N2C(=S)NC3N2C(=S)NC3(C)c2ccccc2)cc1 (stereo unspecified)
→ 0.8, -3.2, -0.8, 1.9, -1.9, -2.4, 3.5, 1.8, 6.4, 0.2
18: COC(=O)C(NC(=O)c1ccco1)(Nc1nc(C2CC2)cs1)C(F)(F)F (stereo unspecified)
→ -2.5, -0.2, 1.9, -2.2, -1.8, -0.1, -1.0, -1.0, -1.8, -5.0
19: O=C(NCC1CC1)Nc1ccc(Cl)cc1
→ 3.3, -0.9, 0.4, 2.1, -3.2, -1.5, 3.7, -6.1, -2.7, -2.7
20: Cc1csc(NC(=O)c2ccc(C)c(S(=O)(=O)N3CCCCC3)c2)n1
→ 8.0, 1.8, -0.4, -1.8, 8.1, -1.8, 3.8, 0.4, -1.5, -2.3

Look-ups from the entries so far.
no. 5 in PG9 binder: -0.9
no. 19 in PG9 binder: -0.9

The listing picks up with the three entries that preceded the break.
Results follow in this order: MBD2 DNA inh, PG9 binder, UHRF1 binding, HTRA1 inh, mABHD4 FP, NR1D1 modulator, PRMT1 FP inh, TCR-CD3 inh, LEDGF integ inh, rCAG RNA binder
18: COC(=O)C(NC(=O)c1ccco1)(Nc1nc(C2CC2)cs1)C(F)(F)F (stereo unspecified)
→ -2.5, -0.2, 1.9, -2.2, -1.8, -0.1, -1.0, -1.0, -1.8, -5.0
19: O=C(NCC1CC1)Nc1ccc(Cl)cc1
→ 3.3, -0.9, 0.4, 2.1, -3.2, -1.5, 3.7, -6.1, -2.7, -2.7
20: Cc1csc(NC(=O)c2ccc(C)c(S(=O)(=O)N3CCCCC3)c2)n1
→ 8.0, 1.8, -0.4, -1.8, 8.1, -1.8, 3.8, 0.4, -1.5, -2.3
21: Cc1ccc(-c2nn(C)c(=O)c3ccccc23)cc1CO
→ 0.5, -0.9, -0.7, -1.2, 8.1, 0.4, 1.2, -1.8, -2.2, 3.5
22: Cc1ccc(NC(=O)Cn2nnc(C(=O)NCc3cccs3)c2N)cc1
→ 3.5, -0.5, 2.9, -4.1, 7.5, -1.0, 1.3, 2.6, 1.5, 3.2
23: O=C1[C@H]2[C@@H](c3ccc(Cl)cc3)N3C(=O)N(c4cccc(Cl)c4)C(=O)[C@@]3(Cc3ccccc3)[C@H]2C(=O)N1C1CCCCC1
→ -1.3, 0.3, 3.3, -20.9, -6.1, -3.5, 0.3, 1.5, 1.8, 5.4
24: O=C1CC(c2ccccc2)n2nc(N3C(=O)CCC3=O)nc2N1 (stereo unspecified)
→ 2.2, -1.1, -4.9, 1.2, 12.5, 3.5, -1.7, 8.6, -1.2, 0.8
25: CCOc1ccc(-c2noc(CCC(=O)O)n2)cc1
→ 0.5, -1.3, -2.0, -1.2, 1.7, 10.8, 0.9, 10.8, 2.6, 1.2
26: Cn1cccc1Cc1nnc(SCC(=O)NCc2ccco2)n1-c1ccc(F)cc1
→ -6.2, 2.8, 0.0, -7.1, -1.8, 0.2, 4.4, -4.2, 3.9, 4.0
27: COc1ccccc1OC(C)C(=O)Nc1ccc2c(c1)n(C)c(=O)n2C (stereo unspecified)
→ 1.2, -2.2, 3.3, 3.0, -2.2, 10.2, -4.4, 0.7, -1.3, -2.3
28: O=C(CSc1ncnc2c1oc1ccccc12)N1CCCc2ccccc21
→ 4.1, -6.7, 0.2, 0.2, -2.6, 3.5, -2.2, -0.1, -1.8, -3.8
29: CN1CCC(N2CCN(C3CN(Cc4ccccc4)S(=O)(=O)C3)CC2)CC1 (stereo unspecified)
→ 0.9, -1.6, 1.1, ., -3.1, -3.7, 4.7, 1.0, -1.5, 0.6
30: CC1(C(=O)NC2CCCCCCC2)CCC(=O)N1Cc1cccnc1 (stereo unspecified)
→ 2.2, -0.9, 4.0, 4.8, -2.1, 1.5, -2.0, 1.3, 4.3, -3.3
31: C[C@@]12C(=O)Nc3ccccc3C(=O)N1[C@H]1c3cc(Cl)ccc3OC[C@@H]1[C@@H]2c1ccccc1
→ -1.4, -2.3, 0.9, -66.2, -33.4, -5.8, 2.7, -4.7, 0.2, 12.4
32: CCOc1ccc(OCCC(=O)OCC(=O)N2CCN(c3ccc(OC)cc3)CC2)cc1
→ -0.7, 0.7, 0.5, 4.0, 3.4, -1.2, -1.7, 8.9, -1.1, -5.8
33: Cc1c(Cl)cccc1NC(=O)CSc1nc2ncc(Cl)cc2[nH]1
→ 0.5, -0.3, -0.3, 0.0, -1.6, 16.3, 11.0, 4.8, 0.5, 2.5
34: COc1ccc(CN(CC(=O)NCC2CCCO2)C(=O)CNS(=O)(=O)c2ccc(C)cc2)cc1 (stereo unspecified)
→ -2.6, 2.8, 2.6, 1.1, 0.9, 4.4, -1.9, 5.7, 0.3, -6.7
35: COc1ccc(C/C(C)=N/NC(=O)c2cc(C)oc2C)cc1
→ -2.2, -2.0, -1.0, -1.3, 0.1, -12.2, -0.9, 4.9, -0.7, -2.5
36: COC(=O)c1c(NC(=O)COC(=O)c2ccccn2)sc(C)c1C
→ 1.6, 0.1, -1.2, -5.9, -0.1, -8.4, -2.9, 0.0, 1.4, 2.0
37: CC(C)[C@H]1CC[C@@H](C)C(C(=O)c2ccccc2)C1=O (stereo partly specified)
→ -6.3, 3.0, -3.0, -12.8, -1.3, -2.4, -1.9, -1.4, -1.0, -3.9
38: Cc1ccc(O)c(NC(=O)c2onc(C)c2Cl)c1
→ -1.4, -0.5, -1.9, 6.8, 1.0, 6.2, 0.9, 2.6, -6.3, 2.1
39: C=CCn1c(COc2ccccc2F)nnc1SCC(=O)Nc1cc(C)on1
→ -2.5, 0.1, 2.2, 2.8, 0.2, 4.4, -3.0, 7.6, 1.9, -3.2
40: Cc1nn(Cc2ccccc2Cl)c(C)c1NC(=O)c1noc2c1CCCCC2
→ 6.7, -2.4, 5.0, -8.9, -1.3, -1.5, -3.0, 4.9, -1.1, -5.2
41: Cn1cnnc1SCc1cccc(Br)c1
→ 0.7, 0.4, 0.0, 3.2, -0.4, -4.5, -2.7, 7.5, -2.9, -1.9
42: Cc1nn(CC(=O)N2CCN(c3ccccc3)CC2)c(=O)c2ccccc12
→ -2.9, -2.7, -1.2, 3.7, -0.1, 4.1, -0.6, -1.6, 0.9, -4.5
